IL1B NFkB pot: enhances IL-1B driven NFkB nuclear translocation; HUVEC IL-1B NFkB p65 nuclear translocation imaging; activation, % at 2 µM; 0.3% of 94,000 active; AID 819;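 active = activation above 40%, about the mean plus 3 SD, also judged a hit on visual image review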;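 note: percent activation is computed from the nuclear over cytoplasmic p65 intensity ratio; values of inactives mirror those of a sister screen read the other way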
Bcl-B TR3 displacers: displacers of TR3 peptide from Bcl-B, primary screen, selectivity assay for Bfl-1 inhibitor project, biochemical, fluorescence polarization | displacement, % at 20 µM, or IC50 in µM where a hit was titrated | FP displacement of FITC-TR3 peptide from Bcl-B; higher % means a stronger effect | AID 748 | 0.11% of 96,000 active;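 active = displacement above 50% at 20 µM plus a fluorescence interference ratio under 1.5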;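 note: plate controls were wells without compound for no effect and wells lacking Bcl-B protein for full effect; a part of the inactive calls stands beside numbers as strong as those of hits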
PLAP inhibitors HTS: PLAP enzyme inhibitors, biochemical, luminescence, HTS (AID 690). inhibition, % at 20 µM, or IC50 in µM where a hit was titrated. purified PLAP, luminescent substrate; higher % means a stronger effect. 0.08% of 96,000 active; in the data active = a potency from the dose series; inactive = the rest, 99 in 100 with inhibition below about 30%; note: strong numbers were not always called active
IL1B NFkB inh: blocks IL-1B driven NFkB nuclear translocation in HUVEC cells. 0.43% of 94,000 active. HUVEC IL-1B NFkB p65 nuclear translocation imaging. inhibition, % at 2 µM;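 active = inhibition above about 30% together with a positive call from visual inspection of the well image, limit read from the data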;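 note: nuclear over cytoplasmic p65 intensity ratio measured by imaging; 0% = IL-1B stimulated DMSO wells and 100% = unstimulated DMSO wells; values of inactives mirror those of a sister screen read the other way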
MRP reversal: MRP-mediated drug resistance reversal; 0.04% of 85,000 active; AID 602; H69AR cells + 2 uM doxorubicin, CellTiter-Glo, 72 h; differential viability (reversal), % at 10 µM;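 active = viability drop by adding the cancer drug above about 55%, with treated viability meeting a 40% cutoff, limit read from the data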;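 note: viability without doxorubicin minus viability with 2 µM doxorubicin for each compound; larger differential means the compound sensitizes cells more to doxorubicin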
MRP reversal cytotoxicity: second read-out of MRP reversal, no call of its own (marks repeat the call); viability, %; H69AR cells, CellTiter-Glo, 72 h; measured here: cytotoxicity without doxorubicin
MRP reversal with doxorubicin: further read-out of MRP reversal, marked with its call; viability, %; measured here: viability with 2 uM doxorubicin; active compounds read low
IL1B NFkB inh cell count 2 µM: recorded beside IL1B NFkB inh, whose call it bears; cell count; measured here: cells passing quality filter;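 raw number of nuclei counted in each imaged well without normalization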
IL1B NFkB pot cell count 2 µM: recorded beside IL1B NFkB pot, whose call it bears; cell count; measured here: cells passing quality filter
* marks the source's active call; other numbers are inactive results; x = no result given; & = joins results of further samples. This is a subset; rates above refer to the full screens.

| compound | MRP reversal cytotoxicity | Bcl-B TR3 displacers | IL1B NFkB inh | MRP reversal | PLAP inhibitors HTS | IL1B NFkB pot | MRP reversal with doxorubicin | IL1B NFkB pot cell count 2 µM | IL1B NFkB inh cell count 2 µM |
| --- | --- | --- | --- | --- | --- | --- | --- | --- | --- |
| O=C(c1ccc2c(c1)ncn2C1CCCCCC1)N1CCC2(CC1)OCCO2 | 28 | -17% | -6 | -30 | -9% | 6 | 58 | 188 | 188 |
| COc1ccc(CC2C(=O)NC(=O)NC2=O)c(OC)c1 | 100 | 0% | 2 | 2 | 10% | -2 | 98 | 166 | 166 |
| CC1(C)C2CC=C(CN3CCC(O)CC3)C1C2 (stereo unspecified) | 93 | 5% | -26 | 6 | -58% | 26 | 87 | 142 | 142 |
| COc1ccc(Cn2c(O)c(C=NCCN3CCOCC3)c(=O)[nH]c2=O)cc1 | x | 11% | -7 | x | -11% | 7 | x | 86 | 86 |
| Cc1nc2sccc2c(=O)n1-c1ccccc1Cl | x | 5% | -10 | x | 3% | 10 | x | 175 | 175 |
| Cc1cccc(-n2c(C)nc3cc(C(=O)N4CCC5(CC4)OCCO5)ccc32)c1 | x | 5% | 4 | x | -42% | -4 | x | 96 | 96 |
| N[C@@H](Cc1c[nH]c2ccccc12)c1nnc(SCc2ccccc2)o1 | x | 6% | -8 | x | -3% | 8 | x | 105 | 105 |
| Cc1ccc(S(=O)(=O)N(C)CCCC(=O)N2CCN(c3ccccn3)CC2)cc1 | 91 | 1% | -6 | -6 | -68% | 6 | 98 | 74 | 74 |
| COCCCn1c(N)c(C(=O)OC(C)COC)c2nc3ccccc3nc21 (stereo unspecified) | 80 | -2% | x | -7 | -74% | x | 87 | x | x |
| COc1cc2c3c(c1OC)-c1cc(O)ccc1CC3NCC2 (stereo unspecified) | 96 | -3% | -2 | 4 | -4% | 2 | 91 | 178 | 178 |
| CCCC12CN3CC(CCC)(CN(C1)C3c1ccccn1)C2=O (stereo unspecified) | 70 | -6% | -21 | -19 | -11% | 21 | 89 | 85 | 85 |
| CN(C)CCc1nc2ccccc2c(=O)n1-c1ccccc1 | 90 | 1% | -8 | 11 | 12% | 7 | 79 | 156 | 156 |
| CN1CCN(c2nc3ccccc3c(=O)n2-c2ccccc2)CC1 | 89 | -2% | x | 15 | -11% | x | 74 | x | x |
| COP(=O)(OC)C1(Nc2ccc(C)cc2)CCCCC1 | 85 | 3% | x | 1 | -24% | x | 84 | x | x |
| Nc1ccccc1C(=O)OCC(=O)N1CCc2ccccc21 | 90 | 5% | 13 | 14 | 4% | -13 | 76 | 44 | 44 |
| Cc1ccccc1OCCN=Cc1c(O)n(C)c(=O)n(C)c1=O | 92 | 4% | -19 | 23 | 7% | 19 | 69 | 166 | 166 |
| OC1(c2ccc(F)cc2)CC2CCC(C1)N2Cc1nnnn1C1CCCC1 (stereo unspecified) | 59 | 0% | -10 | -18 | -65% | 10 | 77 | 189 | 189 |
| CCCC(C)C1(CC)C(=O)NC(=Nc2ccccc2)NC1=O (stereo unspecified) | 98 | x | 8 | -8 | x | -8 | 106 | 152 | 152 |
| O=C1CCCC2=C1C(c1cccnc1)Nc1ccccc1N2 (stereo unspecified) | 94 | -13% | -11 | 2 | 8% | 11 | 92 | 127 | 127 |
| O=C(c1ccco1)c1cn(Cc2ccccc2Cl)c2ccccc12 | 78 | -5% | -11 | 4 | 16% | 11 | 74 | 79 | 79 |

Retrieved one by one from the list above:
| compound | MRP reversal cytotoxicity | Bcl-B TR3 displacers | IL1B NFkB inh | MRP reversal | PLAP inhibitors HTS | IL1B NFkB pot | MRP reversal with doxorubicin | IL1B NFkB pot cell count 2 µM | IL1B NFkB inh cell count 2 µM |
| --- | --- | --- | --- | --- | --- | --- | --- | --- | --- |
| Cc1nc2sccc2c(=O)n1-c1ccccc1Cl | x | 5% | -10 | x | 3% | 10 | x | 175 | 175 |
| N[C@@H](Cc1c[nH]c2ccccc12)c1nnc(SCc2ccccc2)o1 | x | 6% | -8 | x | -3% | 8 | x | 105 | 105 |
| Cc1ccccc1OCCN=Cc1c(O)n(C)c(=O)n(C)c1=O | 92 | 4% | -19 | 23 | 7% | 19 | 69 | 166 | 166 |
| COP(=O)(OC)C1(Nc2ccc(C)cc2)CCCCC1 | 85 | 3% | x | 1 | -24% | x | 84 | x | x |
| CC1(C)C2CC=C(CN3CCC(O)CC3)C1C2 (stereo unspecified) | 93 | 5% | -26 | 6 | -58% | 26 | 87 | 142 | 142 |

Next part
| compound | MRP reversal cytotoxicity | Bcl-B TR3 displacers | IL1B NFkB inh | MRP reversal | PLAP inhibitors HTS | IL1B NFkB pot | MRP reversal with doxorubicin | IL1B NFkB pot cell count 2 µM | IL1B NFkB inh cell count 2 µM |
| --- | --- | --- | --- | --- | --- | --- | --- | --- | --- |
| CC(=Nc1c(C)n(C)n(-c2ccccc2)c1=O)c1c(O)n(Cc2ccccc2)c(=O)[nH]c1=O | 88 | -1% | -7 | 6 | -1% | 7 | 82 | 161 | 161 |
| COCCCN1CCN(c2nnc3n2-c2sc(Br)cc2C(c2ccccc2Cl)=NC3)CC1 | x | 0% | 4 | x | -52% | -4 | x | 139 | 139 |
| CN1C2CCC1CC(OC(=O)c1ccc(Cl)cc1)C2 (stereo unspecified) | 102 | 0% | 10 | 8 | 14% | -10 | 94 | 101 | 101 |
| CC1CCC(NCCc2ccc3c(c2)OCO3)CC1 (stereo unspecified) | 70 | -4% | 10 | -28 | 23% | -10 | 98 | 192 | 192 |
| CC(=NCCN1CCOCC1)c1c(O)n(-c2ccccc2C)c(=O)[nH]c1=O | x | 2% | 8 | x | -7% | -9 | x | 110 | 110 |
| Cc1ccccc1C1=NCC(=O)N(CC(=O)NCc2ccco2)c2sc3c(c21)CCCC3 | 80 | -12% | -10 | 7 | -46% | 10 | 73 | 198 | 198 |
| COc1ccc(C2(C#N)CC[N+](C)(C)CC2)cc1 | x | -6% | -10 | x | -2% | 10 | x | 154 | 154 |
| O=c1[nH]c2c(c(=O)n1C1CCCCC1)CCC2 | 87 | -4% | -27 | 0 | 18% | 27 | 87 | 135 | 135 |
| CCOc1cc2[nH]c(=S)n(CCCC(=O)N3CCC4(CC3)OCCO4)c(=O)c2cc1OCC | 57 | 5% | 11 | -18 | -76% | -11 | 74 | 148 | 148 |
| Cc1cccc(C(=O)NC(Oc2ccccc2)C(Cl)(Cl)Cl)c1 (stereo unspecified) | x | 2% | -9 | x | 6% | 9 | x | 153 | 153 |
| CC1(C)CC(=O)C(C=NCCN2CCN(C(=O)Cc3ccc(F)cc3)CC2)=C(O)C1 | 80 | -1% | x | 6 | -20% | x | 74 | x | x |
| c1ccc(CCn2nnnc2CN2CCC(n3nnc4ccccc43)CC2)cc1 | 79 | 4% | x | 1 | -34% | x | 78 | x | x |
| Cc1cc(OCC(=O)O)c2c3c(c(=O)oc2c1)CCCC3 | 104 | 0% | -12 | 51 | -15% | 12 | 53 | 149 | 149 |
| CCOC(=O)c1c(/N=C/c2c(O)n(-c3ccc(F)cc3)c(=S)[nH]c2=O)sc2c1CCCC2 | x | -100% | 7 | x | -61% | -7 | x | 135 | 135 |
| CCN1CCN(Cc2ccc(C)cc2)CC1 | 101 | -4% | x | -6 | 2% | x | 107 | x | x |
| Cc1ccc(Cc2c(C)nc3nc(SCC(=O)N4CCC5(CC4)OCCO5)nn3c2C)cc1 | 96 | 8% | -13 | 10 | -61% | 13 | 86 | 185 | 185 |
| COc1ccc(CCN(C)Cc2ccc(F)cc2F)cc1OC | 92 | -5% | -4 | 2 | -24% | 4 | 90 | 193 | 193 |
| O=c1[nH]c(N2CCN(Cc3ccc4c(c3)OCO4)CC2)nc2c1CCC2 | 82 | -13% | 7 | -16 | -8% | -7 | 98 | 145 | 145 |
| Cn1c(O)c(C(=O)c2ccccc2F)c(=O)n(C)c1=O | 102 | 0% | -3 | 10 | -10% | 3 | 92 | 61 | 61 |
| COc1cc(/C=N/NC(=O)Cn2c([N+](=O)[O-])cnc2C)ccc1OC(=O)N(C)C | 87 | 0% | -6 | -8 | -70% | 6 | 95 | 55 | 55 |

2 consecutive records already listed, quoted:
| compound | MRP reversal cytotoxicity | Bcl-B TR3 displacers | IL1B NFkB inh | MRP reversal | PLAP inhibitors HTS | IL1B NFkB pot | MRP reversal with doxorubicin | IL1B NFkB pot cell count 2 µM | IL1B NFkB inh cell count 2 µM |
| --- | --- | --- | --- | --- | --- | --- | --- | --- | --- |
| COCCCN1CCN(c2nnc3n2-c2sc(Br)cc2C(c2ccccc2Cl)=NC3)CC1 | x | 0% | 4 | x | -52% | -4 | x | 139 | 139 |
| CN1C2CCC1CC(OC(=O)c1ccc(Cl)cc1)C2 (stereo unspecified) | 102 | 0% | 10 | 8 | 14% | -10 | 94 | 101 | 101 |

More records:
| compound | MRP reversal cytotoxicity | Bcl-B TR3 displacers | IL1B NFkB inh | MRP reversal | PLAP inhibitors HTS | IL1B NFkB pot | MRP reversal with doxorubicin | IL1B NFkB pot cell count 2 µM | IL1B NFkB inh cell count 2 µM |
| --- | --- | --- | --- | --- | --- | --- | --- | --- | --- |
| Fc1ccc2c(c1)nnn2C1CCN(Cc2c(Cl)cccc2Cl)CC1 | 88 | x | -2 | 17 | x | 2 | 70 | 140 | 140 |
| CC(=O)N1CN2CN(C(C)=O)CC(C(=O)c3ccc(Br)cc3)(C2)C1 | 98 | -1% | 0 | 0 | 0% | 0 | 98 | 122 | 122 |
| NCC(CC(=O)O)c1ccc(Cl)cc1 (stereo unspecified) | 104&90 | -3% | -10 | -2&-9 | -5% | 10 | 106&99 | 124 | 124 |
| CCN(CC)CCCNC(=O)c1c(O)c2ccccc2n(Cc2ccccc2)c1=O | 9 | 18% | 6 | -36 | -52% | -6 | 45 | 177 | 177 |
| S=C1CN=C(c2ccccc2)c2cc(Cl)ccc2N1 | 82 | x | 25 | -10 | x | -25 | 91 | 78 | 78 |
| CC12CCCCC1=NC(c1ccc(Br)cc1)N2O (stereo unspecified) | 99 | 14% | x | 10 | 16% | x | 89 | x | x |
| O=C(CN1CCCC1=O)Nc1ccccc1 | 105 | -3% | -23 | 10 | -6% | 23 | 95 | 152 | 152 |
| O=C(NCC(c1cccnc1)N1CCN(c2ccccc2)CC1)Oc1ccccc1 (stereo unspecified) | 80 | x | 3 | 3 | x | -3 | 77 | 150 | 150 |
| CCOC(=O)C1=C(N)Oc2cc(C)oc(=O)c2C12C(=O)N1c3c(cccc32)C(C)=CC1(C)C (stereo unspecified) | 73 | -9% | -8 | -2 | -12% | 8 | 74 | 133 | 133 |
| O=C1C2CCCN2C(c2ccncc2)N1c1ccc(Cl)c(Cl)c1 (stereo unspecified) | 80 | -8% | 5 | 13 | -12% | -5 | 67 | 133 | 133 |
| COc1ccc(CCn2c(O)c(C=NCCCO)c(=O)[nH]c2=O)cc1OC | 94 | -4% | -10 | 2 | 6% | 10 | 92 | 75 | 75 |
| CCOC(=O)C1=C(N)OC2=C(C(=O)CCC2)C12C(=O)N(CC(N)=O)c1ccccc12 (stereo unspecified) | 102 | 4% | x | 8 | -6% | x | 94 | x | x |
| COc1ccccc1CN1CCN(C(=O)COc2ccccc2)CC1 | 105 | 3% | 3 | 9 | -49% | -3 | 96 | 158 | 158 |
| CCCCn1c(O)c(C(CC)=NCCN2CCCCC2)c(=O)[nH]c1=O | 98 | 8% | -16 | 24 | -29% | 16 | 74 | 93 | 93 |
| COc1ccccc1N=C1SCCCN1C | 85 | 1% | x | 13 | -16% | x | 72 | x | x |
| CN1C(=O)/C(=C/c2ccc(N3CCCCCC3)o2)C(=O)NC1=S | 91 | x | 7 | 0 | x | -7 | 92 | 136 | 136 |
| COCCOC(=O)C1=C(N)OC(C)=C(C(=O)OC)C12C(=O)Nc1ccccc12 (stereo unspecified) | 81 | -4% | -7 | -4 | -30% | 7 | 85 | 52 | 52 |
| CN1CC=C2C(C#N)=C(N)C(C#N)(C#N)C(c3ccncc3)C2C1 (stereo unspecified) | 73 | 83% | 2 | -11 | 4% | -2 | 83 | 107 | 107 |
| O=C(C1CCCO1)N1CCC2(CC1)OCCO2 (stereo unspecified) | 98 | -5% | 7 | 2 | -9% | -7 | 96 | 77 | 77 |
| Cc1nn(Cc2ccccc2Cl)c(Cl)c1C(=O)OCC(=O)NCc1ccco1 | 76 | -5% | -14 | -11 | -27% | 14 | 87 | 116 | 116 |

High-throughput results from PubChem.
